# GLS inh – inhibitors of human glutaminase (GLS). GLS enzymatic activity, qHTS titration. Potency, µM (highest dose often 45.5 µM), for inactives: top-dose activity change, negative = inhibition, hits mostly inhibitors. actives 0.21% (n = 410,000). AID 624170; note: potency is the fitted concentration of half-maximal effect; % is set by controls: 0 for no effect and ±100 for the full control effect
#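 Glutamate formation by hKGA was monitored fluorometrically using coupled glutamate oxidase, HRP and Amplex Red. Substrate was added as 1 mM L-glutamine solution; incubation was 30 min at RT after an initial read.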
# JMJD2A Tudor inh – JMJD2A Tudor domain (human) inhibition; actives 4.4% (n = 390,000); O75164; AlphaScreen JMJD2A-Tudor / H3K4me3 peptide binding; Potency, µM (doses to about 114 µM), for the others: at the top dose activity change, negative = inhibition, actives largely listed as inhibitors; AID 504339; note: potency is the fitted concentration of half-maximal effect; % is set by controls: 0 for no effect and ±100 for the full control effect; nearly all actives have a fitted effect of over 50% in size
# G9a inh – G9a (human) methyltransferase inhibition; Q96KQ7; Potency, µM (series often up to 102 µM), without a hit: at the highest dose activity, negative = inhibition, most hits filed as inhibitors; G9a H3K9 monomethylation, AlphaScreen, 2 h; actives 8.8% (n = 350,000); note: potency is the fitted concentration of half-maximal effect; % is set by controls: 0 for no effect and ±100 for the full control effect; nearly all actives have a fitted effect of over 75% in size
#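 AlphaScreen detection with an anti-monomethyl H3K9 antibody quantified product after a 2 h room-temperature reaction containing 500 nM biotinylated H3K9 peptide, 20 µM SAM and 20 nM enzyme, which had been preincubated 15 min with compound.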
# BAZ2B block – blocks human BAZ2B; Q9UIF8; AlphaScreen BAZ2B-H3K14Ac peptide displacement; Potency, µM (highest dose often 114 µM), for inactives: at the top dose activity change, negative = inhibition, most hits filed as inhibitors; actives 4.4% (n = 360,000); AID 504333; note: potency is the fitted concentration of half-maximal effect; % is set by controls: 0 for no effect and ±100 for the full control effect; nearly all actives have a fitted effect of over 60% in size
# Target sequence (Q9UIF8 whole entry, looked up): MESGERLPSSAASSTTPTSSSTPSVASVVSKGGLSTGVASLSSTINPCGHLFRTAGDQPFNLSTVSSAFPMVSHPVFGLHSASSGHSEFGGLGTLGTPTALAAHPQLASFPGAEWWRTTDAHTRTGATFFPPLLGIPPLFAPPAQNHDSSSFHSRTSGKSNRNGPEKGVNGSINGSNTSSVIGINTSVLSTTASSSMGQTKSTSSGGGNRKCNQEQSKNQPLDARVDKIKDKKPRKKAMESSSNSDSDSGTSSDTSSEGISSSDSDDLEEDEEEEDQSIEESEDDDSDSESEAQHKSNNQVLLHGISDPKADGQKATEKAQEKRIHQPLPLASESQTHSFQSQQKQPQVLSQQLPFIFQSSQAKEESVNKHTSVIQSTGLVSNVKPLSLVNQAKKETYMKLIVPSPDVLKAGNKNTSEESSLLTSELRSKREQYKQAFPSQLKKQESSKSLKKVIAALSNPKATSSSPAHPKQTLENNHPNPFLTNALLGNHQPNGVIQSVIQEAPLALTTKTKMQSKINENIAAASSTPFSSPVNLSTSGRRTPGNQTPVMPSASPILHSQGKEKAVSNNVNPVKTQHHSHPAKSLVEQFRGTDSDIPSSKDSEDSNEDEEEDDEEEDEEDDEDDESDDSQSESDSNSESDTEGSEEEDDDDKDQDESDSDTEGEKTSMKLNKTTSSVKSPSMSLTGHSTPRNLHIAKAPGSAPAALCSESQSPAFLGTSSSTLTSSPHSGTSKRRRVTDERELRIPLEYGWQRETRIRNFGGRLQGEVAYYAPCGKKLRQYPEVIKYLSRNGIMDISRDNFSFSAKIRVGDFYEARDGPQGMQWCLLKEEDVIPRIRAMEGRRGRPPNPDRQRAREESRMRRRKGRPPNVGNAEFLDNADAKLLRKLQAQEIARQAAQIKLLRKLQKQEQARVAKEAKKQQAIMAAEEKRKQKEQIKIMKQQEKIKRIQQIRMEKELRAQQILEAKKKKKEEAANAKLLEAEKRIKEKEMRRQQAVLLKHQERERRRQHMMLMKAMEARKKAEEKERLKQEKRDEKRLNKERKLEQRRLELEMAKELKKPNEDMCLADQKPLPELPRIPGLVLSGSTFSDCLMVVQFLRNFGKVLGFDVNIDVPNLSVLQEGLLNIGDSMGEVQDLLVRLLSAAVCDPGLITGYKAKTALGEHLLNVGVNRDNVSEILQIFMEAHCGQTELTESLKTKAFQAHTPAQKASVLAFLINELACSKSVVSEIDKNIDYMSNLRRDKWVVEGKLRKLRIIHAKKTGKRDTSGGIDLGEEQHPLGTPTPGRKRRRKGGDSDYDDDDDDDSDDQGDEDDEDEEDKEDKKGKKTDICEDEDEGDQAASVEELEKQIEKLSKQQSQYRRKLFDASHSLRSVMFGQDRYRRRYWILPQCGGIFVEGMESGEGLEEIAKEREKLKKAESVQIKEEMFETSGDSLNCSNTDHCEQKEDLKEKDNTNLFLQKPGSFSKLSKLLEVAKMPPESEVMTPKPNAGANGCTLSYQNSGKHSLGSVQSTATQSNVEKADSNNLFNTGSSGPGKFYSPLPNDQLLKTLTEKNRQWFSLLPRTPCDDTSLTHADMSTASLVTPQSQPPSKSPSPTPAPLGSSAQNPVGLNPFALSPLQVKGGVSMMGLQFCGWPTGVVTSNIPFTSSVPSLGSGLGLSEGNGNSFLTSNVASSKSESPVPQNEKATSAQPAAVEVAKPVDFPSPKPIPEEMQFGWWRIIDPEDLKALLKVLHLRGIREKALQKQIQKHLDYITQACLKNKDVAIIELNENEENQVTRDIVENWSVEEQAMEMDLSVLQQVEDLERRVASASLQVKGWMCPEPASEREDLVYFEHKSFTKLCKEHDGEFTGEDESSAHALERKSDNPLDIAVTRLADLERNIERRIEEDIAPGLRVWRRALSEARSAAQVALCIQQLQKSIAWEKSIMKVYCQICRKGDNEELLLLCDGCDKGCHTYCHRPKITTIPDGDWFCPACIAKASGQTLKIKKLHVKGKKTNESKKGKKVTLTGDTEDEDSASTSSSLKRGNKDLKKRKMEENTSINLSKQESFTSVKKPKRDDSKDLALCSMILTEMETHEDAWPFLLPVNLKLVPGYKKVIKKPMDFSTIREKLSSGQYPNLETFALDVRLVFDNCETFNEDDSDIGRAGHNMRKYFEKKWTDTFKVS
#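 Protein-peptide AlphaScreen: BAZ2B 50 nM, b-H3K14Ac 50 nM, 1x PBS pH 7.4 + 0.01% Tween-20. Preincubation 30 min RT; cpd 30 min RT (top 110 uM); beads 20 min RT, light-protected.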
# Pin1 inh – blocks the human prolyl isomerase Pin1; Q13526; Pin1 FP peptide displacement, HiFluor488, 10 min; Potency, µM (highest dose often 115 µM), for the others: at the top dose activity, negative = inhibition, usual class: inhibitors; actives 0.009% (n = 390,000); active = well fitted inhibition curve with a large enough effect in the polarisation, with a control signal flat, not every such curve was filed as active; inconclusive = small, poorly fitted or top-dose-only effect, or effect the other way, or a change in a side signal; inactive = no such curve, though single readings can be large or run the other way; the % refers to the polarisation; note: potency is the fitted concentration of half-maximal effect; % is set by controls: 0 for no effect and ±100 for the full control effect
# HP1b binding inh – inhibitors of HP1-beta chromodomain binding to methylated histone tails. P83916. AlphaScreen HP1-beta / biotin-H3K9me3 peptide binding. Potency, µM (series often up to 114 µM), for the others: at the top dose activity change, negative = inhibition, actives largely listed as inhibitors. actives 0.56% (n = 390,000). AID 540317; note: potency is the fitted concentration of half-maximal effect; nearly all actives have a fitted effect of over 70% in size; inactives centre near 23
#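 AlphaScreen: HP1-beta (50 nM) preformed 30 min with biotin-H3(1-18)K9me3 peptide (50 nM) in PBS pH 7.4, 0.01% Tween-20. Compound added for 30 min at RT, then streptavidin donor/nickel chelate acceptor beads (10 ug/mL) for 30 min.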
# PI4K2A block – PI4K2A (human) kinase inhibition. Q9BTU6. purified PI4K2A, ADP-Glo luminescence, 1 h; stronger effect = lower value. activity change, negative = inhibition, % at 76.9 µM. actives 0.13% (n = 420,000); in the data active = activity change below about -50%; inconclusive = mostly about -30% to -49%;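 note: -100% = wells without enzyme as full effect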
#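 In this quantitative HTS, ADP production by PI4K2A was quantified luminescently after 1 h at ambient temperature; 100 microM adenosine served as plate-quality control.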
# ERG Ets-DNA blk – inhibitors of human ERG Ets domain-DNA interaction; P11308; actives 0.028% (n = 370,000); Potency, µM (highest dose often 76.9 µM), without a hit: top-dose FP activity, negative = inhibition, hits mostly inhibitors; fluorescence polarization, His-ERG Ets domain / labelled DNA; AID 624246; active = well fitted inhibition curve with a large enough effect in the polarisation, with a control signal flat; inconclusive = small, poorly fitted or top-dose-only effect, or effect the other way, or a change in a side signal; inactive = no such curve, though single readings can be large or run the other way; the % refers to the polarisation;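 note: polarization taken with two DNA probes labelled with fluorescein and Texas red; potency is the fitted concentration of half-maximal effect; % of control where 0% means no effect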
#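 His-tagged ERG Ets domain (1 uM in the protein solution; 300mM KCl, 50mM Tris-HCl, 1mM EDTA, 1mM DTT, pH 7.5) received compound, then a probe mix of 5 nM fluorescein-DNA and 100nM Texas-615-DNA. Fluorescence polarization was read for both dyes.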
# Tb PGK inh – inhibitors of T. brucei phosphoglycerate kinase; P07378; PGK/GAPDH coupled, Kinase-Glo luminescence, 60 min; Potency, µM (series often up to 57.5 µM), for inactives: top-dose activity change, negative = inhibition, most hits filed as inhibitors; actives 0.043% (n = 380,000); AID 602233; note: potency is the fitted concentration of half-maximal effect; % is set by controls: 0 for no effect and ±100 for the full control effect; nearly all actives have a fitted effect of over 60% in size
#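 Luminescent ATP detection (Kinase-Glo Plus) follows a 60-minute room-temperature incubation, with wells lacking PGK as controls. Buffer: 100 mM TEA (pH 7.6), 5 mM MgCl2, 0.01% Tween-20. Coupling enzyme GAPDH (100 nM final) supplies unstable 1,3-BPG in-well.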
# * marks the source's active call; other numbers are inactive results; i = inactive; ? = inconclusive; . = no result given; [ ] = remark or other dose. Unless noted, calls come from the whole dose curve; as a rule, active = well fitted curve in the direction sought with a large enough effect; inconclusive = small, poorly fitted or top-dose-only effect, or another doubt; inactive = no such curve, though single readings can be large; an effect the other way counts as inactive or inconclusive.
1) Cc1ccc(N2C(=O)/C(=C/c3cccnc3)SC2=S)cc1
2) CN(C(=O)c1ccc(NC(=O)Cc2cccc(NC(=O)C3CCN(C(=O)CCc4ccccc4)CC3)c2)cc1)C1CCCC1
3) CN(C(=O)c1ccc2c(c1)N(Cc1ccc(F)cc1)C(=O)c1ccccc1S2(=O)=O)C1CCCCC1
4) COc1ccc(COc2ncnc3ccc(Br)cc23)cc1F
5) CCc1nnc(NC(=O)c2c(-c3ccccc3)noc2C)s1
6) CCSc1nc(-c2ccccc2)nc2c1Cc1c(CO)cnc(C)c1O2
assay / compound,1,2,3,4,5,6
GLS inh,-1%,-4%,-11%,-3%,-16%,-2%
JMJD2A Tudor inh,-8%,-28%,-29%,4%,-17%,-3%
G9a inh,10%[59 µM],?,-33%[59 µM],2%[59 µM],-11%,0%[59 µM]
BAZ2B block,-3%,-5%,-23%,8%,-16%,-8%
Pin1 inh,-4%,14%,-2%,7%,-2%,0%
HP1b binding inh,3%,12%,10%,55%[activator],-13%,33%
PI4K2A block,1,0,1,1,3,-2
ERG Ets-DNA blk,10%,1%,8%,9%,14%,-3%
Tb PGK inh,7%,0%,-3%,0%,0%,-8%

# Brought forward from above: 2 entries, then new ones.
5) CCc1nnc(NC(=O)c2c(-c3ccccc3)noc2C)s1
6) CCSc1nc(-c2ccccc2)nc2c1Cc1c(CO)cnc(C)c1O2
7) CC(/C=C/c1ccccc1)=N\NC(=O)c1ccc2c(c1)OCCO2
8) CC(C)[C@H](NC(=O)[C@@H]1Cc2ccccc2CN1)C(=O)NC1CCCCC1
9) Cc1oc(C(C)(C)C)cc1C(=O)N1CCN(c2ccc(C(F)(F)F)cn2)CC1
10) O=CN1CCN(S(=O)(=O)c2ccc(Cl)c(C(=O)O)c2)CC1
11) O=S(=O)(NCCc1ccccc1)c1cccc2nsnc12
12) O=S(=O)(CCc1ccccc1)/N=C/c1cccs1
assay / compound,5,6,7,8,9,10,11,12
GLS inh,-16%,-2%,-7%,-11%,0%,-5%,1%,18%
JMJD2A Tudor inh,-17%,-3%,-31%,2%,-19%,1%,-7%,-18%
G9a inh,-11%,0%[59 µM],-7%,-20%,10%,?,-10%,11%
BAZ2B block,-16%,-8%,-20%,-15%,-12%,-4%,8%,16%
Pin1 inh,-2%,0%,-6%,-25%,1%,-1%,-1%,-1%
HP1b binding inh,-13%,33%,15%,41%[activator],10%,42%[activator],9%,19%
PI4K2A block,3,-2,7,5,1,-2,-4,-1
ERG Ets-DNA blk,14%,-3%,-2%,1%,11%,7%,.,5%
Tb PGK inh,0%,-8%,i,i,-1%,-9%,-6%,0%

13) CCOC(=O)CC(=O)CSc1nc2cc(C)ccc2cc1C
14) CC(C)c1ccc(C(=O)NCCCc2ccccc2)cc1
15) COc1ccc(-c2nn(CCC(=O)O)cc2/C=C2\SC(N)=NC2=O)cc1
16) Cc1ccccc1NC1C=CS(=O)(=O)C1 (stereo unspecified)
17) CCCN1Cc2cccc(C(=O)NCc3ccccc3)c2C1=O
18) O=C(NCCc1ccccc1)c1cccc(Br)c1
assay / compound,13,14,15,16,17,18
GLS inh,29%,2%,16%,42%[activator],2%,-10%
JMJD2A Tudor inh,7%,15%,?,-3%,-1%,7%
G9a inh,10%[59 µM],69%[activator][59 µM],?,0%,-5%,.
BAZ2B block,82%[activator],20%,?,-9%,6%,-1%
Pin1 inh,?,0%,27%,-2%,1%,11%
HP1b binding inh,194%[activator],80%[activator],3%,30%,29%,58%[activator]
PI4K2A block,-2,-8,-4,-1,3,-2
ERG Ets-DNA blk,10%,-1%,5%,0%,-15%,3%
Tb PGK inh,-2%,-1%,-6%,-3%,-3%,-2%

19) S=C(NCc1ccc(Cl)c(Cl)c1)Nc1ccc2c(c1)OCO2
20) Cc1ccc(Nc2nc(C)nc(N)c2S(=O)(=O)c2ccccc2)cc1
21) Cc1nccc(-c2sc(-c3cccs3)nc2C)n1
22) CC(C)C(c1nnnn1C1CCCC1)N1CCN(c2ccccc2F)CC1 (stereo unspecified)
23) CC12CCC(=O)N1C(C(=O)Nc1cc(C(F)(F)F)ccc1N1CCCCC1)CS2 (stereo unspecified)
24) CCOC(=O)CCSCC(=O)N1N=C(c2cccs2)CC1c1ccc(C)cc1 (stereo unspecified)
assay / compound,19,20,21,22,23,24
GLS inh,-2%,-10%,0%,13%,1%,10%
JMJD2A Tudor inh,-3%,-16%,50%[activator],11%,-16%,-3%
G9a inh,-14%[59 µM],8%[59 µM],102%[activator],-7%,4%,21%
BAZ2B block,?,-18%,42%[activator],-3%,-6%,-3%
Pin1 inh,0%,-2%,23%,-6%,8%,7%
HP1b binding inh,24%,3%,108%[activator],15%,20%,30%
PI4K2A block,3,2,-6,-3,0,4
ERG Ets-DNA blk,.,4%,-9%,1%,-4%,-7%
Tb PGK inh,-6%,-7%,-9%,-7%,8%,5%

25) COc1ccc(C(=O)C2CCN(CC(=O)Nc3cc(C)cc(C)c3)CC2)cc1
26) CCc1noc(C)c1C(=O)Nc1nc(-c2cc(OC)ccc2OC)cs1
27) CC(C(=O)Nc1ncn[nH]1)N1C(=O)c2ccccc2C1=O (stereo unspecified)
28) O=C(NCc1cccnc1)c1ccc(Cn2c(=S)[nH]c3ccc(Br)cc3c2=O)cc1
29) Cc1ccc(SCC(=O)Nc2nnc(C(C)(C)C)s2)cc1
30) COc1ccc(-c2ccc3c(c2)S(=O)(=O)c2cccc(C(=O)O)c2C3=O)cc1OC
assay / compound,25,26,27,28,29,30
GLS inh,-4%,0%,3%,3%,9%,-3%
JMJD2A Tudor inh,-14%,-25%,-5%,-7%,-12%,-10%
G9a inh,22%,-27%,?,-9%,-27%[12.7 µM],4%[2.33 µM]
BAZ2B block,-2%,-1%,5%,?,-32%,11%
Pin1 inh,0%,2%,-1%,157%[activator],-1%,1%
HP1b binding inh,36%,3%,44%,49%,7%,33%
PI4K2A block,6,4,-1,-4,-2,-5
ERG Ets-DNA blk,10%,4%,8%,15%,-5%,8%
Tb PGK inh,i,-7%,3%,-5%,-6%,2%

31) CC(C)c1nnc(NC(=O)CCC(=O)N2CCN(C3c4ccccc4-c4ccccc43)CC2)s1
32) Cc1[nH]c2ccccc2c1C(C[N+](=O)[O-])c1cccs1 (stereo unspecified)
33) Cc1nc(N2CCN(C)CC2)c2c(C)c(C(=O)Nc3ccc(F)cc3)sc2n1
34) COc1cc(NC(=O)C(C)Oc2ccccc2)c(C(=O)O)cc1OC (stereo unspecified)
35) O=C(Cn1c(-c2cccs2)cc2cc(F)ccc21)N1CCN(c2cccc(Cl)c2)CC1
36) Cc1cc(Cl)c2oc(C(=O)N3CCN(C(=O)c4ccco4)CC3)c(C)c2c1
assay / compound,31,32,33,34,35,36
GLS inh,3%,-5%,3%,1%,-8%,-4%
JMJD2A Tudor inh,-4%,?,-17%,1%,-20%,-20%
G9a inh,-5%[59 µM],?,-6%[12.7 µM],-41%[12.7 µM],-3%[59 µM],?
BAZ2B block,-5%,?,3%,-7%,-4%,?
Pin1 inh,9%,-1%,-3%,3%,34%[activator],-4%
HP1b binding inh,20%,-16%,1%,-22%,18%,4%
PI4K2A block,-2,2,1,6,-2,2
ERG Ets-DNA blk,-5%,-1%,4%,-4%,-3%,-3%
Tb PGK inh,-5%,-3%,i,-6%,-4%,i

37) CCOC(=O)C(NCCc1ccccc1F)(NC(C)=O)C(F)(F)F (stereo unspecified)
38) CCc1nnc(NC(=O)Cc2cc(OC)c(OC)c(OC)c2)s1
39) COc1ncnc(OC)c1NC(=O)c1ccc(F)cc1
40) O=C(OCc1ccccc1)c1cccc(-c2nnn(Cc3ccccc3)n2)c1
assay / compound,37,38,39,40
GLS inh,-10%,2%,-16%,-14%
JMJD2A Tudor inh,1%,-6%,-9%[11.4 µM],111%[activator]
G9a inh,5%[59 µM],-2%,-3%[2.33 µM],58%[activator][59 µM]
BAZ2B block,-4%,-7%,1%,67%[activator]
Pin1 inh,-3%,3%,-5%,-2%
HP1b binding inh,36%,18%,-6%,173%[activator]
PI4K2A block,0,-4,4,-3
ERG Ets-DNA blk,9%,8%,9%,8%
Tb PGK inh,-8%,8%,i,-9%

# In the list so far, these have a thiophene ring, fused or not.
12) O=S(=O)(CCc1ccccc1)/N=C/c1cccs1
21) Cc1nccc(-c2sc(-c3cccs3)nc2C)n1
24) CCOC(=O)CCSCC(=O)N1N=C(c2cccs2)CC1c1ccc(C)cc1 (stereo unspecified)
32) Cc1[nH]c2ccccc2c1C(C[N+](=O)[O-])c1cccs1 (stereo unspecified)
33) Cc1nc(N2CCN(C)CC2)c2c(C)c(C(=O)Nc3ccc(F)cc3)sc2n1
35) O=C(Cn1c(-c2cccs2)cc2cc(F)ccc21)N1CCN(c2cccc(Cl)c2)CC1
assay / compound,12,21,24,32,33,35
GLS inh,18%,0%,10%,-5%,3%,-8%
JMJD2A Tudor inh,-18%,50%[activator],-3%,?,-17%,-20%
G9a inh,11%,102%[activator],21%,?,-6%[12.7 µM],-3%[59 µM]
BAZ2B block,16%,42%[activator],-3%,?,3%,-4%
Pin1 inh,-1%,23%,7%,-1%,-3%,34%[activator]
HP1b binding inh,19%,108%[activator],30%,-16%,1%,18%
PI4K2A block,-1,-6,4,2,1,-2
ERG Ets-DNA blk,5%,-9%,-7%,-1%,4%,-3%
Tb PGK inh,0%,-9%,5%,-3%,i,-4%

# Bioassay records from PubChem BioAssay.
